ARNT-TACC3 inh = disruptors of ARNT/TACC3 protein interaction, primary screen, biochemical, AlphaScreen, single concentration. inhibition, % at 9.99 µM. 390,000 tested, 0.66% active. Transforming acidic coiled-coil-containing protein 3 (Homo sapiens), Q9Y6A5. AlphaScreen His-ARNT PAS-B/GST-TACC3 binding, luminescence; TACC3 fragment carries E629A point mutation;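 active = mean inhibition of replicates at least 50% and at least half of replicates each reaching 50%; inconclusive = half or more replicates reach 50% but mean below 50%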;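 also: 0% = complete ARNT plus TACC3 wells and 100% = ARNT alone without TACC3; many hits fall short of the cut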
SIRT5 block = SIRT5 desuccinylase inhibitors, primary screen, biochemical, fluorescence imaging, single point, set 5 | inhibition, % at 15 µM | 330,000 tested, 1.1% active | Purified SirT5, succinyl-peptide AMC, trypsin-coupled fluorescence; in the data active = inhibition above about 15%; inconclusive = no clear call, values can overlap the other calls
Target sequence (Q9NXA8 whole entry, looked up): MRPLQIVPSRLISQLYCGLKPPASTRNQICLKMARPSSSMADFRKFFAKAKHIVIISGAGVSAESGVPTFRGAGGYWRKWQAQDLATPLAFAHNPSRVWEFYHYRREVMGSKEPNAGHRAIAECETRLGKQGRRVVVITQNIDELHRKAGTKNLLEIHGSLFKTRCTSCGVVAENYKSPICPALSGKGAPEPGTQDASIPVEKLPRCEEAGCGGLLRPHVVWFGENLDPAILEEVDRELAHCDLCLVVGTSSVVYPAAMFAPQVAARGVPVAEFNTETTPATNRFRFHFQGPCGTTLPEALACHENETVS
LGR2 antag = inhibitors of bursicon-induced LGR2 CRE-luciferase signal, primary screen, cell-based, HEK293, CRE-luciferase reporter, bursicon stimulation; Drosophila bursicon receptor LGR2 (rickets); bursicon-stimulated, 4 h; inhibition, % at 9.99 µM; 380,000 tested, 0.35% active; AID 720647, 2013;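 active = drop in luminescence signal, shown as inhibition above about 50% in the replicate tests, limit read from the data, passing the limit was not always enough; inconclusive = probably only some replicates passing the limit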;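 also: agonist challenge used bursicon conditioned medium at about half maximal strength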
PAX8 reporter = inhibitors of PAX8-driven TPO luciferase reporter, primary screen, RMG-I cells, single concentration. AID 652154, 2013. 360,000 tested, 1.2% active. inhibition, % at 12.6 µM. SteadyGlo, 24 h;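 active = mean replicate inhibition at least 60% with every replicate also reaching 60%; inconclusive = only one of the two criteria is met; inactive = mean below 60% and not all replicates reaching 60%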;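 also: luciferase light reporting Pax8 driven TPO promoter activity; plate controls were median of neutral control wells for no effect and mitoxantrone controls for full effect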
EWS-Fli inh = EWS/Fli-driven NR0B1 reporter inhibitors, primary screen, A673 cells, NR0B1 luciferase, luminescence, MLPCN library. 350,000 tested, 0.67% active. AID 651661, 2012. viability-normalised. inhibition, % at 12.6 µM;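 active = mean inhibition of at least 50% after viability correction, with every replicate also passing that limit; inconclusive = mean reaches 50% but only one of two replicates passes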;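 also: firefly luciferase signal divided by Alamar Blue viability fluorescence both relative to DMSO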
DENV2 CPE = inhibitors of DENV2 cytopathic effect, primary screen, cell-based, plate reader, single concentration; DENV2-infected cells, cytopathic effect rescue; CPE inhibition, % at 9.99 µM; 350,000 tested, 1.7% active; AID 651640, 2012; in the data active = CPE inhibition above about 20%, passing the limit was not always enough; inconclusive = no clear call, values can overlap the other calls; tested in BHK-21 cells;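 also: 0% = median of neutral control wells and 100% = median of positive control wells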
CASP6 VEID inh = human caspase-6 inhibitors, primary screen, biochemical, VEID-R110 fluorescence, single point, set 2. 350,000 tested, 0.53% active. purified caspase-6, Z-VEID-R110 cleavage fluorescence. P55212. inhibition, % at 12.5 µM. AID 686996, 2013;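 active = mean inhibition across replicates at least about 35%, with every replicate also reaching that limit, limit read from the data; inconclusive = only one of the two criteria met; inactive = neither criterion met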;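 also: 0% = median of neutral control wells and 100% = no fluorescence left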
Target sequence (P55212 24-179 limits assumed): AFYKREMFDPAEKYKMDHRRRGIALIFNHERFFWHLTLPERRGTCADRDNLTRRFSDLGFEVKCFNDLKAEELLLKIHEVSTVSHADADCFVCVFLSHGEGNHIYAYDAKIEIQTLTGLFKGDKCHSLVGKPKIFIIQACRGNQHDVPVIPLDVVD
Target sequence (P55212 194-293 limits assumed): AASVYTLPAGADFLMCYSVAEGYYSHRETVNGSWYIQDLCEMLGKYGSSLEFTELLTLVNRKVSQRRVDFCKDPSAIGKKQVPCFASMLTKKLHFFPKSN
* marks the source's active call; other numbers are inactive results; ? = inconclusive; . = no result given.

Under each structure: SIRT5 block, LGR2 antag, EWS-Fli inh, PAX8 reporter, DENV2 CPE, ARNT-TACC3 inh, CASP6 VEID inh
- Oc1ccc2ccccc2c1N=Nc1ccc(F)cc1
  0, 5, -30, 30, 0, 2, -1
- CC(=O)Nc1ccc2c(c1)C(=O)N(C)[C@@H]1CC[C@@H](CC(=O)NCC3CC3)O[C@H]1CO2
  -11, 6, -9, 0, -8, -17, -1
- Cc1ccnc(Nc2nc(-c3ccc(O)c(O)c3)cs2)c1
  3, -42, -7, -51, 5, 8, 27
- CCOC(=O)C1=CN(Cc2ccco2)S(=O)(=O)N(CC)C1c1ccc(F)c(Cl)c1 (centres undefined)
  -4, 13, 0, -2, -2, 2, 8
- CC(C)(C)NC(=O)NC(=O)COC(=O)Cn1cnc2ccccc2c1=O
  0, 15, 0, 4, 2, -4, -1
- O=C(NC1CC1)c1cc2cc3ccccc3nc2s1
  5, -62, -102, -204, ?, -4, -3
- COc1cccc(-c2ncn(CCc3ccccc3OC)c2CC(C)C)c1
  ., ?, 38, 36, -4, ., -3
- CN(c1ccccc1)S(=O)(=O)c1cccc(NC(=O)c2cc3ccccc3oc2=O)c1
  -5, -70, -64, -67, 0, -3, -1
- C[C@H](CO)N1C[C@H](C)[C@H](CN(C)Cc2ccc(Cl)c(Cl)c2)OCCCC[C@H](C)Oc2ccc(NC(=O)Nc3ccccc3)cc2C1=O
  12, 10, -4, 100*, -4, 16, 0
- O=C(CCCc1c[nH]c2ccccc12)NCc1ccccc1F
  4, -11, 1, -7, 3, 0, 3
- CC(CN1CCCC1)OC(=O)Cc1ccc(Cl)cc1 (centres undefined)
  4, ., 22, -10, 7, -5, -1
- CCn1c(=O)c(=O)[nH]c2c(=O)oc3ccc(S(=O)(=O)Nc4ccc(OC)cc4)cc3c21
  -2, 3, 0, -2, 5, -1, -3
- COc1cc2c(cc1OC)C(C)N(C(=O)c1sccc1C)CC2 (centres undefined)
  5, -3, 2, 14, -2, -4, -1
- Cc1ccc(N2CC(NC(=O)C(=O)c3c[nH]c4ccccc34)CC2=O)cc1C (centres undefined)
  0, 10, 9, 8, 2, 11, -2
- COc1ccc(NS(=O)(=O)c2cc(NC(=O)c3ccc(C)o3)ccc2N2CCCCC2)cc1
  ., 0, ., 23, ., 6, .
- NC(N)=N/N=C/c1cc([N+](=O)[O-])ccc1O
  ., -8, ., -11, ., 7, .
- COc1ccc(S(=O)(=O)Nc2ccc3c(c2)C(=O)N([C@@H](C)CO)C[C@@H](C)[C@@H](CN(C)S(=O)(=O)c2ccc(F)cc2)OCCCC[C@H](C)O3)cc1
  16*, 15, 5, -11, -1, 3, 3
- Cc1ccc(C2=Nc3ccccc3N=C(C(Cl)Cl)C2)cc1
  -1, 14, 27, -24, -2, 1, -1
- CCOc1cc(/C=C2/C(=O)ON=C2C)cc(Br)c1O
  -4, -2, -80, 24, ?, -8, 3
- COCCC1CCCCN1C(=O)c1cc(COc2ccc(-n3cncn3)cc2)on1 (centres undefined)
  -2, -8, 23, ., 4, -4, 2
- CCN(CC)CCN1C(=O)C(O)=C(C(=O)c2cc3cccc(OC)c3o2)C1c1ccc(F)cc1 (centres undefined)
  -1, 11, 4, 4, -4, 3, 1
- COc1ccc(S(=O)(=O)N2CCc3ccccc32)cc1C(=O)N(CC(C)C)C1CCS(=O)(=O)C1 (centres undefined)
  -4, -1, 3, 1, -5, -19, -1
- CN(C)CCCNC(=O)CCc1ncc(C(F)(F)F)cc1Cl
  1, ., 8, -15, 7, 8, -1
- CNc1snc(C)c1C(=O)OC(C)C(=O)c1ccc(F)cc1 (centres undefined)
  -1, 7, 6, 11, -5, 18, 1
- CCOC(=O)c1c(NC(=S)NCC2CCCO2)sc(C)c1C (centres undefined)
  2, 8, 6, 2, 0, 1, -3
- CCc1ccc(NC(=O)c2cc(-c3cccs3)on2)cc1
  1, -97, -14, -4, -2, -4, -3
- COc1cc(OC)c(C(=O)CCCN2CCCC2)c(OC)c1
  0, -3, 0, -1, 6, 27, -1
- Cc1ccc(S(=O)(=O)N(C)C[C@@H]2Oc3cc(C4=CCCC4)ccc3S(=O)(=O)N([C@@H](C)CO)C[C@@H]2C)cc1
  9, -7, 4, 36, 0, 5, -1
- Cc1cccc(C)c1NC(=S)N(CCN(C)C)Cc1cccs1
  6, -7, 0, -2, 8, -2, .
- CCOc1ccccc1N1CC(C(=O)N2CCOCC2)CC1=O (centres undefined)
  6, -15, 5, 9, -2, -46, -1
- O=C(CSc1nncn1-c1ccccc1)NC1CCCC1
  -5, 9, ., 3, -3, -6, 3
- COc1cc(/C=N/N(C)S(=O)(=O)c2ccc(C)cc2)cc([N+](=O)[O-])c1O
  4, 10, -2, -15, -3, -3, 5
- Cc1ccccc1-n1c(SC(C)C(=O)N2CCN(C)CC2)nc2ccccc2c1=O (centres undefined)
  -2, 2, 10, ., 0, 0, 2
- O=C(CN1CCN(C(=O)c2ccco2)CC1)Nc1ccc(F)cc1F
  0, -10, -41, -34, -4, -4, 0
- CCCNC(=O)N1CC2(C1)CN(C(C)=O)[C@H](CO)c1c2c2ccc(OC)cc2n1C
  -4, -23, -2, ., 0, ., 3
- COc1ccc(S(=O)(=O)N(C)C[C@H]2Oc3ccc(NS(=O)(=O)c4c(C)noc4C)cc3CC(=O)N([C@H](C)CO)C[C@@H]2C)cc1
  -5, -6, -2, -4, -5, 1, .
- CCO[C@H]1OC(C(=O)NC2CC2)=C[C@@H](c2ccc3c(c2)OCO3)[C@@H]1CCCO
  -3, -4, 2, -17, -2, -2, 1
- COc1ccccc1N1CCN(C(=O)CCCn2nc(C)c([N+](=O)[O-])c2C)CC1
  -3, -18, 4, 9, 3, -2, 6
- CO[C@H]1CN(C)C(=O)c2ccc(NC(=O)NC(C)C)cc2OC[C@@H](C)N(C(=O)CN(C)C)C[C@H]1C
  5, -1, 8, -1, -14, -3, 3
- COc1ccc(CNC(=O)C(=O)NCCC2CCCCN2S(=O)(=O)c2ccc(C)cc2)cc1 (centres undefined)
  2, -4, 0, 54, 1, -3, 2

Just ARNT-TACC3 inh (4 entries from above):
Molecule	ARNT-TACC3 inh
CCO[C@H]1OC(C(=O)NC2CC2)=C[C@@H](c2ccc3c(c2)OCO3)[C@@H]1CCCO	-2
COc1ccccc1N1CCN(C(=O)CCCn2nc(C)c([N+](=O)[O-])c2C)CC1	-2
CO[C@H]1CN(C)C(=O)c2ccc(NC(=O)NC(C)C)cc2OC[C@@H](C)N(C(=O)CN(C)C)C[C@H]1C	-3
COc1ccc(CNC(=O)C(=O)NCCC2CCCCN2S(=O)(=O)c2ccc(C)cc2)cc1 (centres undefined)	-3

The list continues:
Under each structure: SIRT5 block, LGR2 antag, EWS-Fli inh, PAX8 reporter, DENV2 CPE, ARNT-TACC3 inh, CASP6 VEID inh
- CSCc1ccc(C(=O)NC2CC(C)(C)Cc3c2cnn3-c2ccc(F)cc2)o1 (centres undefined)
  -2, 7, ., -10, 11, 2, -1
- CCC(=O)Nc1ccc2c(c1)C(=O)N(C)[C@@H]1CC[C@H](CC(=O)NCC3CCCCC3)O[C@@H]1CO2
  -3, 2, 3, 21, -3, 1, 0
- CN1CCN(C(=O)C[C@@H]2CC[C@H]3[C@@H](COc4ccc(NC(=O)C5CCCC5)cc4C(=O)N3C)O2)CC1
  -2, 8, -5, -11, -3, ., -4
- Cc1onc(C(=O)Nc2sc3c(c2C#N)CCCC3)c1[N+](=O)[O-]
  3, -4, -11, -19, -3, -13, 5
- C[C@@H]1CN([C@H](C)CO)C(=O)c2cc(/C=C/c3ccccc3)cnc2O[C@@H]1CN(C)C(=O)c1ccc2c(c1)OCO2
  -11, -11, 1, -3, -1, -5, 1
- COc1cc2c(cc1OC)C(COc1ccccc1OC)N(C(=O)C(C)C)CC2 (centres undefined)
  -3, 3, 11, 5, -1, 7, -2
- Cc1cccc(CN2CCN(C3CN(Cc4cn(Cc5cc(C)cc(C)c5)nn4)S(=O)(=O)C3)CC2)c1 (centres undefined)
  3, 9, -2, -17, -11, ., -2
- Cc1snc(SCC(=O)c2ccc([N+](=O)[O-])cc2)c1C#N
  -2, -12, -25, 8, 0, -2, 0
- Cc1ccc(/C=N/Nc2nncc(-c3ccccc3)n2)o1
  -2, -18, -60, -70, 7, -3, 0
- CCOc1ccc(Oc2c(/C=N/NC(=O)C3CC3)c(C)nn2-c2ccccc2)cc1
  ., ., -3, 21, -1, 2, 2
- CC(C)(C)c1ccc(S(=O)(=O)N2CCc3nc4ccccc4c(C(=O)O)c3C2)cc1
  -1, 15, 3, -8, 2, -37, -2
- CCc1c(C)nc2ncnn2c1NCCc1ccc(OC)c(OC)c1
  0, 0, 6, ., 1, 3, -23
- COc1ccc(NC(=O)N2CCCCN3[C@H](C2)[C@@H](c2ccc(C#Cc4ccccn4)cc2)[C@@H]3CO)cc1
  -1, -1, -22, 6, -5, 16, -4
- Cc1ccc(CCN2CCN=C2Nc2ccccc2)cc1
  -3, 19, 5, -14, -4, -4, -5
- O=C(c1ccncc1)N1N=C(C2CC2)CC1(O)C(F)(F)F (centres undefined)
  -2, 29, -3, 21, -3, -2, 0
- CCN1CCN(C(=O)C2CCN(S(=O)(=O)c3ccc(SC)cc3)CC2)CC1
  -3, 7, 1, -13, 5, 0, -1
- C[C@H]1CN([C@@H](C)CO)C(=O)c2cc(NC(=O)CCCN(C)C)ccc2O[C@@H]1CN(C)S(=O)(=O)c1cn(C)cn1
  2, -1, 5, ., 38*, -7, 4
- COc1ccc(CCN2C(=O)NC(NC(=O)CCc3ccccc3)(C(F)(F)F)C2=O)cc1OC (centres undefined)
  -5, 10, 8, 9, 12, -4, -1
- CN(Cc1ccccc1Cl)C(=O)CNC(=O)C12CC3CC(CC(C3)C1)C2
  4, -7, -8, 15, ?, ., 1
- CCC(=O)N1CC[C@H]2[C@H](CO)Nc3ccc(C#Cc4ccccc4F)cc3[C@H]21
  8, -10, ., ., -3, ., 3
- Cc1ccc(C)c(S(=O)(=O)N2CCN(C(=O)C3CC3C)CC2)c1 (centres undefined)
  -1, 6, -3, 1, -10, -3, 0
- CCOc1ncccc1C(=O)NCCc1ccc(Cl)cc1
  -1, -10, -6, -14, -3, -10, 2
- Cc1cn([C@H]2C[C@H](O)[C@@H](CNC(=O)[C@H](N)C3CC3)O2)c(=O)[nH]c1=O
  1, 13, -3, 2, 2, ., 2
- CCCC(=O)Nc1ccc2c(c1)C(=O)N(C)C[C@@H](OC)[C@@H](C)CN(Cc1cncnc1)[C@@H](C)CO2
  -3, 6, 4, -8, -2, -3, 1
- COc1ccc(-c2[nH]ncc2CN2CCN(Cc3cccs3)CC2)cc1F
  -2, -8, 9, 8, -1, -29, -4
- Cc1ccc(OCCNC(=O)c2cc(=O)[nH]c3ccccc23)cc1
  -1, -2, -5, 14, 6, -2, 0
- O=C(Nc1ccccc1)c1cc(S(=O)(=O)N2CCSCC2)ccc1Cl
  -6, 12, 1, 24, ., -11, 5
- O=C(Nc1ccc(F)cc1)N1CC(=O)N2[C@@H](CO)[C@@H](c3ccc(-c4ccccc4)cc3)[C@@H]2C1
  5, 13, 2, 2, -1, ., 2
- CO[C@H]1O[C@H](CO)[C@@H](OC(=O)Nc2ccccc2-c2ccccc2)[C@H](OC(=O)Nc2ccccc2-c2ccccc2)[C@@H]1OC(=O)Nc1ccccc1-c1ccccc1
  -3, ., 10, 20, -4, ., 9
- Cc1noc(C)c1S(=O)(=O)Nc1ccc2c(c1)C(=O)N([C@@H](C)CO)C[C@@H](C)[C@@H](CN(C)S(=O)(=O)c1ccc(F)cc1)OCCCC[C@H](C)O2
  0, 18, 5, 18, -8, -3, 4
- CCOC(=O)c1cnc(SCC(=O)Nc2nnc(CC)s2)nc1N
  -1, 11, -9, ., ., 0, 10
- Cc1ncsc1C(=O)Nc1cccc(C(F)(F)F)c1
  -3, 5, 4, 14, 5, -8, -1
- N#Cc1c(Cc2cccc3ccccc23)nn(CCO)c1N
  -2, -3, -5, -22, -4, -23, -2

Assay outcomes as filed in PubChem.
